# Screening results deposited in PubChem by National Center for Advancing Translational Sciences (NCATS).
# p53ts 39C tox: qHTS Screen for Compounds that Selectively Target Cancer Cells with p53 Mutations: Cytotoxicity of p53ts Cells at the Nonpermissive Temperature | AID 902, 2007 | Potency, µM (doses to about 46.1 µM), without a hit: at the top dose activity change, negative = cell killing, hits mostly cytotoxic | hit rate 1.5% among 130,000 | H1299-p53A138V viability at 39C, ATP luminescence, 24 h; note: nearly all actives have a fitted effect of over 55% in size
# Imprint erasure: qHTS Assay for Compounds that Induce Erasure of Genomic Imprints; hit rate 0.02% among 110,000; Potency, µM (titrated, usually from 60.7 µM), inactives show at the highest dose activity change, positive = activation, usual class: activators; mouse ES Peg3-LacZ reporter, beta-gal luminescence, 40 h;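 note: 0% = negative control wells on the plate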
#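 Each well holds 300 Peg3LacZ-Neo (maternal) female ES cells incubated 40 h at 37C, 5% CO2. LacZ is measured by BetaGlo luminescence, with AC50 and maximum efficacy derived from dose-response curves.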
# IkB sig inh: IkB Signaling. ABC-DLBCL IkBa-CBG/CBR dual luciferase ratio, 4 h; response scale: scaled: untreated 0%, proteasome inhibitor 100%. Potency, µM (series often up to 57.1 µM), for the others: at the top dose IkBa stabilization activation. hit rate 0.04% among 110,000. AID 445, 2006; active = well fitted curve in the direction sought with a large enough effect in the signal ratio, not every such curve was filed as active; inconclusive = small, poorly fitted or top-dose-only effect, or a change in a side signal; the % refers to the signal ratio;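 note: the direction sought is a rising ratio; 0% = basal untreated cells and 100% = reference inhibitor full response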
#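 Luminescence ratio of IκBα-fused green versus native red beetle luciferase in OCI-Ly3 cells, 4 h post-doxycycline with compound; red signal alone, scaled from basal (0%) to zero light (-100%), flagged nonspecific or cytotoxic effects.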
# p53ts 32C kill: qHTS Screen for Compounds that Selectively Target Cancer Cells with p53 Mutations: Cytotoxicity of p53ts Cells at the Permissive Temperature; H1299-p53A138V at 32C, ATP luminescence viability, 24 h; Potency, µM (highest dose often 46.1 µM), for the others: at the highest dose activity change, negative = cytotoxicity, hits mostly cytotoxic; hit rate 0.93% among 130,000; AID 924, 2007;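 note: 0% = DMSO and -100% = full killing by reference compound; nearly all actives have a fitted effect of over 55% in size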
#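 H1299-p53 A138V cells (temperature-sensitive p53) exposed 24 h to up to 46 uM compound at 32C, where p53 is wild-type in conformation. Viability read as ATP luminescence and normalised to DMSO and 100 uM tamoxifen. AC50 fitted with the Hill equation.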
# * = called active by the depositor; ? = inconclusive; · = no result given; [ ] = another dose, or the depositor's remark. Unless noted, calls come from the whole dose curve; as a rule, active = well fitted curve in the direction sought with a large enough effect; inconclusive = small, poorly fitted or top-dose-only effect, or another doubt; inactive = no such curve, though single readings can be large; an effect the other way counts as inactive or inconclusive. Unless noted, % is set by controls: 0 for no effect and ±100 for the full control effect; potency is the fitted concentration of half-maximal effect.
cpd	Molecule	p53ts 39C tox	Imprint erasure
1	COc1ccc(CSc2nnc(N)s2)cc1F	3%	-9%
2	Cc1nn(Cc2ccccc2)c(N)c1-c1ccccc1	3%	-9%
3	CCOc1ccc(NC(=O)c2ccc3[nH]c(C)c(C)c3c2)cc1	?	-11%[10.9 µM]
4	Cc1occc1-c1nnc(SCC(=O)Nc2ccc(F)cc2)n1Cc1ccccc1	-22%	-12%
5	CCC(=O)N(Cc1ccc(S(N)(=O)=O)cc1)C1CC(=O)N(c2ccc(OC)cc2)C1=O (stereo unspecified)	12%	·
6	O=C(Nc1ccccc1N1CCN(C(=O)c2ccc(Cl)cc2)CC1)c1cc2ccccc2o1	4%	-2%
7	Cc1cccc(-c2nsc(SCC(=O)NCc3ccco3)n2)c1	?	-40%[inhibitor]
8	Cc1ccc(CCNC(=O)CN2C(=O)COc3ccc(S(=O)(=O)N4CCCCCC4)cc32)cc1	-16%	21%[10.9 µM]

cpd	IkB sig inh	p53ts 32C kill
1	1.8%	-12%
2	3.2%	-8%
3	?	-27%
4	?	-12%
5	4.1%	-10%
6	-0.8%	17%
7	1.0%	-14%
8	?	5%

# The results go on.
cpd	Molecule	p53ts 39C tox	Imprint erasure
9	CCn1c(SCc2ccc(F)cc2Cl)nnc1-c1nonc1NC(C)=O	14%	-9%[10.9 µM]
10	O=C(c1cc(C(F)(F)F)cc(C(F)(F)F)c1)N1CCC[C@@]2(CCN(c3ncccn3)C2)C1	-9%	·
11	CCOc1ccc2[nH]c(=O)c(CN(Cc3ccco3)C(CC)c3nnnn3Cc3ccccc3)cc2c1 (stereo unspecified)	12%	-24%
12	CCOC(=O)C1(C)C=C(Nc2ccc(C(N)=O)cc2)C(=O)N1c1ccccc1 (stereo unspecified)	1%	-8%[10.9 µM]
13	Cc1cc(C)nc(N2CCN(c3ncnc4c3cnn4Cc3ccc(Cl)cc3Cl)CC2)n1	3%	-1%
14	O=C(CNS(=O)(=O)c1cccs1)N1CCN(c2ccccc2Cl)CC1	-16%	-5%[10.9 µM]
15	CCOC(=O)c1c(NC(=O)CS(=O)(=O)c2ccc(Cl)cc2)sc2c1CCCC2	3%	-7%[10.9 µM]
16	CC(C)n1nnnc1C(c1ccc(F)cc1)N1CCN(C2CCCC2)CC1 (stereo unspecified)	4%	-14%

cpd	IkB sig inh	p53ts 32C kill
9	?	-9%
10	1.4%[11.4 µM]	-5%
11	?	20%
12	-0.2%	-1%
13	-0.4%	1%
14	3.2%	4%
15	-0.6%	8%
16	0.9%	-3%

# Other structures follow.
cpd	Molecule	p53ts 39C tox	Imprint erasure
17	CCOc1ccc(/C(O)=C2\C(=O)C(=O)N(c3cc(C)on3)C2c2ccccc2OC)cc1 (stereo unspecified)	-5%	·
18	O=C(CSc1nnc(COc2ccccc2)o1)N1CCN(c2ccccc2)CC1	8%	-7%
19	COCCN(CCOC)c1cc(C)c(C#N)c2nc3ccccc3n12	9%	-4%
20	COc1cccc(C(=O)N2CC(=O)Nc3ccc(C)cc3C2c2ccc(F)cc2)c1OC (stereo unspecified)	-7%	-2%[10.9 µM]
21	CCCOc1ccc(-c2cccc(NS(=O)(=O)c3ccc(CC)cc3)c2)nn1	-10%	-9%[10.9 µM]
22	OC(COc1ccc2ccccc2c1)CN1CCOCC1 (stereo unspecified)	-15%	-10%
23	COCc1ccccc1Cn1cnc2c1c(=O)n(C)c(=O)n2C	10%	-15%
24	CCOc1cc2[nH]c(=O)n(CCCCCC(=O)NCc3ccc4c(c3)OCO4)c(=O)c2cc1OCC	-1%	24%

cpd	IkB sig inh	p53ts 32C kill
17	·	-9%
18	2.7%	2%
19	-0.3%	7%
20	1.1%	2%
21	0.4%	16%
22	-0.1%	-4%
23	0.1%	-8%
24	0.0%	10%

# The results go on.
cpd	Molecule	p53ts 39C tox	Imprint erasure
25	CCc1ccc(NC(=O)Cn2c(=O)n(CCCC(=O)NCc3ccco3)c(=O)c3ccccc32)cc1	-11%	-3%
26	CCOC(=O)c1ccc(NCC(O)COc2ccccc2)cc1 (stereo unspecified)	-8%	·
27	COc1ccc(C2C(C(=O)c3ccco3)=C(O)C(=O)N2CCc2ccccc2)cc1OC (stereo unspecified)	-7%	-6%
28	COc1ccc(OC)c(CNC(=O)CCc2nc(-c3cccs3)no2)c1	3%	-12%
29	O=C(c1cccc(F)c1)N1CCC2(CCCN(c3cccc(-c4ccccc4)c3)C2)CC1	3%	·
30	COc1ccc(-c2cc3nc(-c4ccc(C)cc4)cc(C(F)(F)F)n3n2)cc1	8%	-11%[10.9 µM]
31	O=c1c2cc(Cl)ccc2[nH]c(=S)n1Cc1ccco1	-16%	-8%
32	COc1ccc(NC(=O)N2CC3(CCN(S(C)(=O)=O)CC3)C2)cc1	2%	·

cpd	IkB sig inh	p53ts 32C kill
25	0.3%	-11%
26	·	-16%
27	0.2%	0%
28	-1.9%	2%
29	1.3%[11.4 µM]	10%
30	2.8%	-2%
31	-2.2%	-13%
32	-0.6%[11.4 µM]	4%

# More results:
cpd	Molecule	p53ts 39C tox	Imprint erasure
33	CCCCOc1ccc(C(=O)N2CCN(CCc3ccncc3)CC2)cc1	-7%	-17%[10.9 µM]
34	O=C(NCc1ccco1)c1cccc(S(=O)(=O)N2CCCCC2)c1	3%	-12%
35	COc1ccc(C(=O)Nc2ccccc2-c2nc(-c3ccc(OC)cc3)no2)cc1	-2%	-4%[10.9 µM]
36	COC(=O)c1nn(-c2ccc(-c3ccccc3)cc2)cc1O	?	-86%[inhibitor]
37	O=S(=O)(NCCc1csc2nc(-c3ccccc3)nn12)c1ccc(Oc2ccccc2)cc1	-12%	-5%[10.9 µM]
38	CCOc1ccc(NC(=O)CCSc2nc(-c3ccc4c(c3)OCO4)cc(C(F)(F)F)n2)cc1	?	-12%[10.9 µM]
39	O=C(CCC(=O)N1CC2CCCN2c2ccccc21)NCc1ccccc1 (stereo unspecified)	-13%	6%[10.9 µM]
40	COc1ccc(C(=O)c2cn(CC(=O)Nc3cc(C)ccc3C)c3nc(C)ccc3c2=O)cc1	19%	3%[10.9 µM]

cpd	IkB sig inh	p53ts 32C kill
33	-1.1%	2%
34	2.0%	2%
35	-1.7%	-10%
36	?	7.9µM*
37	?	3%
38	1.7%	-27%
39	-0.3%	4%
40	0.5%	-2%

# Overlap with the part before: four compounds, followed by the next part.
cpd	Molecule	p53ts 39C tox	Imprint erasure
37	O=S(=O)(NCCc1csc2nc(-c3ccccc3)nn12)c1ccc(Oc2ccccc2)cc1	-12%	-5%[10.9 µM]
38	CCOc1ccc(NC(=O)CCSc2nc(-c3ccc4c(c3)OCO4)cc(C(F)(F)F)n2)cc1	?	-12%[10.9 µM]
39	O=C(CCC(=O)N1CC2CCCN2c2ccccc21)NCc1ccccc1 (stereo unspecified)	-13%	6%[10.9 µM]
40	COc1ccc(C(=O)c2cn(CC(=O)Nc3cc(C)ccc3C)c3nc(C)ccc3c2=O)cc1	19%	3%[10.9 µM]
41	Cc1cc(C)nc(SCc2nnc(SCC(=O)Nc3ncc(C)s3)n2Cc2ccco2)n1	-6%	-3%
42	Cc1occc1-c1nnc(SCCCC(=O)c2ccc(F)cc2)n1C	4%	-20%
43	COc1ccc(C(=O)OC(C)CN2CCOCC2)cc1OC (stereo unspecified)	-14%	-5%
44	COc1cccc(C(=O)c2c(N)c(-c3nc(-c4ccccc4)cs3)c3ccccn23)c1	-1%	-9%[10.9 µM]
45	O=C(c1cc2ccccc2oc1=O)N(Cc1ccccc1)Cc1ccc2c(c1)OCO2	-7%	·
46	O=C(CSc1c(Cl)cccc1Cl)NC1CCCc2ccccc21 (stereo unspecified)	6%	·
47	Cc1cc(C)nc(N(C#N)CC(=O)c2ccccc2)n1	-3%	-25%
48	CC(=O)OCC(=O)[C@@]1(O)CCC2C3CCC4=CC(=O)CC[C@]4(C)C3C(O)C[C@]21C (stereo partly specified)	-6%	1%

cpd	IkB sig inh	p53ts 32C kill
37	?	3%
38	1.7%	-27%
39	-0.3%	4%
40	0.5%	-2%
41	0.5%	6%
42	2.2%	-4%
43	-0.3%	-4%
44	?	24%
45	·	-4%
46	·	-2%
47	?	-19%
48	·	-17%

# (listing goes on)
cpd	Molecule	p53ts 39C tox	Imprint erasure
49	O=C(Nc1ccc2c(c1)OCO2)C1CCCCN1S(=O)(=O)c1ccc(F)cc1 (stereo unspecified)	13%	-17%
50	CC(C)c1ccc(NC(=O)c2ccc(F)c(S(=O)(=O)N3CCCCCC3)c2)cc1	?	-21%[10.9 µM]
51	Cc1ccc(Cn2ccnc2SCC(=O)Nc2ccc3c(c2)OCO3)cc1	-5%	-3%[10.9 µM]
52	CCC(=O)N1c2ccc(S(=O)(=O)CCC(=O)Nc3ccc(OC)cc3OC)cc2CC1C (stereo unspecified)	13%	10%[10.9 µM]
53	COc1cc(C2c3c(oc4cc(C)c(C)cc4c3=O)C(=O)N2CCCN2CCOCC2)ccc1O (stereo unspecified)	1%	9%[10.9 µM]
54	COc1ccc2c(c1)Cc1sc(NC(=O)c3cccc(C)c3)nc1-2	-10%	-6%[10.9 µM]
55	COc1ccc(OC)c(/C=C/c2nc3ccccc3c(=O)n2-c2ccc(F)c(Cl)c2)c1	-29%	-10%[10.9 µM]
56	CCOc1ccc(OCC)c(NC(=O)CSCC(=O)O)c1	16%	-10%

cpd	IkB sig inh	p53ts 32C kill
49	2.8%	8%
50	-1.4%	-4%
51	-0.2%	1%
52	1.4%	16%
53	-3.0%	4%
54	?	4%
55	-0.3%	8%
56	1.5%	-10%

# New compounds follow.
cpd	Molecule	p53ts 39C tox	Imprint erasure
57	CCCn1c(CNC(=O)c2cccs2)nc2ccccc21	0%	-1%
58	COc1ccc(-n2c(=O)c3c4c(sc3n(Cc3c(F)cccc3Cl)c2=O)CN(C(C)=O)CC4)cc1OC	12%	-6%[10.9 µM]
59	COc1cc(NC(=O)CN2C(=O)c3ccccc3Sc3ccc(C(=O)N4CCCC4)cc32)cc(OC)c1	5%	15%[10.9 µM]
60	O=C(CN1C(=O)c2ccccc2C1=O)Nc1ccccc1F	6%	9%
61	O=C1c2ccccc2C(=O)N1c1ccc(S(=O)(=O)N2CCN(c3ccccc3)CC2)cc1	11%	-1%
62	Cc1cccc2cc(C(c3nnnn3CC3CCCO3)N3CCCc4ccccc43)c(=O)[nH]c12 (stereo unspecified)	6%	-8%
63	Cc1cccc2cc(COC(=O)c3cccnc3)c(=O)[nH]c12	-6%	7%
64	Cc1ccc(-c2nc3ccccn3c2Nc2ccc3c(c2)OCCO3)o1	-4%	-7%[10.9 µM]

cpd	IkB sig inh	p53ts 32C kill
57	1.8%	7%
58	2.3%	4%
59	2.0%	23%
60	-0.7%	-5%
61	0.8%	-2%
62	1.0%	21%
63	-3.0%	-2%
64	?	-7%

# Remaining list, next part
cpd	Molecule	p53ts 39C tox	Imprint erasure
65	CCN1CCN(CCCNC(=O)C(NC(=O)C2CCC(C)CC2)C(C)C)CC1 (stereo unspecified)	-2%	5%
66	COCCN(C(=O)CCC(=O)Nc1cccnc1)C(C(=O)NC1CCCCC1)c1ccccc1 (stereo unspecified)	2%	-10%
67	COC(=O)c1ccc(NC(=O)C2CCCN2S(=O)(=O)c2ccc(F)cc2)cc1 (stereo unspecified)	-13%	5%
68	CCS(=O)(=O)N1CCC(C(=O)NCCc2ccc(C)cc2)CC1	9%	-5%
69	Cc1cccc(OCCCC(=O)O)c1	-1%	-16%
70	CN1CCN(/C(=N\O)c2nonc2N)CC1	1%	0%
71	CCOC(=O)c1sc2nc(CC(=O)OC)nc(NCc3ccco3)c2c1C	-20%	-29%
72	CCOc1ccc(NCc2cccn2-c2nnc(N3CCC(C(=O)NCCc4ccc(OCC)c(OCC)c4)CC3)s2)cc1	-2%	-15%[10.9 µM]
73	O=C(NCCc1ccc(Cl)cc1)c1cc(-c2ccc(Cl)cc2)n[nH]1	-26%	12%[10.9 µM]

cpd	IkB sig inh	p53ts 32C kill
65	-0.8%	2%
66	-0.7%	6%
67	1.7%	3%
68	1.2%	12%
69	1.6%	0%
70	-0.3%	4%
71	2.3%	-12%
72	?	-5%
73	?	4%
